High-throughput results as filed in PubChem.
TSHR antagonist = blocks TSH signaling through the human TSH receptor. P16473. TSHR-expressing cells, TSH-stimulated cAMP HTRF, 2 h; active compounds read low. activity change, negative = inhibition, % at 11.5 µM. 0.2% of 330,000 active. AID 504810;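 active = activity change below a set negative limit, meaning inhibition stronger than a set level, cut at about -70% in these data; inconclusive = activity change between two set negative limits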; also: % is scaled to controls: 0 for no effect and ±100 for the full control effect
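Read-out is FRET at 665 nm (cryptate excitation 337 nm) from a cryptate-tagged anti-cAMP antibody, competed by cell cAMP against cAMP-d2. Compounds are tested on freshly harvested TSHR cells challenged with 4nM TSH (EC80) for 2 hours at 37 deg C.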
TRPV1 agonist = activates the human vanilloid receptor TRPV1 | Q8NER1 | TRPV1-expressing cells, Fluo-8 calcium influx, agonist mode | activation, % at 8.33 µM | 0.19% of 320,000 active; in the data active = activation above about 80%; inconclusive = between about 30% and that limit; also: 0% is about no effect
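TRPV1-expressing cells were cultured overnight at 35.5C and loaded with Fluo-8 calcium dye for 40 to 90 min at room temperature. After a 10 s baseline, compound was added and calcium influx was read kinetically for 3 min (ex 480/em 520 nm).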
hERG WT inh = inhibitors of human wildtype KCNH2 potassium channel. U2OS, BacMam KCNH2, thallium flux FluxOr; active compounds read low. AID 720551. activity change, % at 1.84 µM. Q12809. 0.37% of 340,000 active;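 active = maximum activity change below -70%; inconclusive = maximum activity change between -70% and -50%; inactive = maximum activity change above -50%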; also: % is scaled to controls: 0 for no effect and ±100 for the full control effect
Target sequence (Q12809 whole entry, looked up): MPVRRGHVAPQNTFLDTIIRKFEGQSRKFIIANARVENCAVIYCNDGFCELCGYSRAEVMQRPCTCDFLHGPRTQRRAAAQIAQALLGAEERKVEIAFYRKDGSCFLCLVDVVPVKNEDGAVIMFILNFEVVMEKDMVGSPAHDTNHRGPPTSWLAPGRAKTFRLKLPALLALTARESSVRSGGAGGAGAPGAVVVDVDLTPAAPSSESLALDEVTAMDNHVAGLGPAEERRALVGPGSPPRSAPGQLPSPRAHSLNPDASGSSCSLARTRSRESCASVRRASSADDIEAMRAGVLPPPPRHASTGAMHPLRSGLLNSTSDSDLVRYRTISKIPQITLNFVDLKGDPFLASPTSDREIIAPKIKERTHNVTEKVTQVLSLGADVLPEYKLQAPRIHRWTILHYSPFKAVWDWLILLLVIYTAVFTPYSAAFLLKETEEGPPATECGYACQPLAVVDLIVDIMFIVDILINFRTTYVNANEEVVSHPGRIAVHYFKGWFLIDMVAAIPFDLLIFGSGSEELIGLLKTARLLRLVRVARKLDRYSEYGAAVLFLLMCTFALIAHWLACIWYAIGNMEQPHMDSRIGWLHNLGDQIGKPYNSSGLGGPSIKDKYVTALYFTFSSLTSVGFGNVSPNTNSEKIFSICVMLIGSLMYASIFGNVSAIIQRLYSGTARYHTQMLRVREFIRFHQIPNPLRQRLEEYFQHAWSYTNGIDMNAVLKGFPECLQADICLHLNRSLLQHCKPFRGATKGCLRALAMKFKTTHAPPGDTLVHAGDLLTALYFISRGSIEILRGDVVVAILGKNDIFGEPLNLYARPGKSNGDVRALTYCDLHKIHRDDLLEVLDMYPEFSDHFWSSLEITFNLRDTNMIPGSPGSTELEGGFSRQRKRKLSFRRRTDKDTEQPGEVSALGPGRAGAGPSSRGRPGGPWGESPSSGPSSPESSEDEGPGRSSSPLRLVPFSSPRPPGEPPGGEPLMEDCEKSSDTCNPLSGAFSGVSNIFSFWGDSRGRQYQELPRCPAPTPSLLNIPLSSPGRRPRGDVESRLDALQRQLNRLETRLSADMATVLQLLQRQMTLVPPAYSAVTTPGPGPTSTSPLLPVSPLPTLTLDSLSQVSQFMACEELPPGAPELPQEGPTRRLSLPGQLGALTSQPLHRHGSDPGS
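U2OS cells transduced with wild-type KCNH2 virus are loaded with FluxOr dye for 45 min, and thallium flux is measured in kinetic reads before and after stimulation buffer. Rate constants are normalized to DMSO controls.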
TCR act = activates T cell receptor signaling | primary human leukocytes, anti-CD3, IL-2 HTRF, 48 h | Potency, µM (top dose mostly 9.22 µM), inactives show top-dose activation of IL-2 secretion, usual class: activators | 330,000 tested, under 10 active; also: % of control where 0% means no effect
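Human primary leukocytes + a-CD3 beads + cpd, 48 hr; IL-2 in supernatant by HTRF (ex 320nm / em 665nm). No co-stimulatory signal supplied.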
Eya2 phos inh = Eya2 (human) phosphatase inhibition; O00167; recombinant Eya2, OMFP fluorescence dephosphorylation (OMFP is methylfluorescein phosphate); 0.006% of 330,000 active; Potency, µM (top dose mostly 76.9 µM), for the others: top-dose activity, negative = inhibition, most hits filed as inhibitors; also: potency is read from the fitted curve at half-maximal effect; % is scaled to controls: 0 for no effect and ±100 for the full control effect
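Eya2 (0.2 uM) preincubated 10 min at ambient with compound, then OMFP substrate added at 50 uM; 10 min reaction in 50 mM HEPES pH 7.5, 50 mM NaCl, 5 uM MgCl2, 0.05% BSA, 1 mM DTT. Fluorescence read at Ex 485/Em 525 nm.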
A-T KAP1 phos = candidate therapy for ataxia-telangiectasia; […] A-T fibroblasts, KAP-1 phosphorylation AlphaLISA; neocarzinostatin DNA damage 30 min before lysis; Potency, µM (top dose mostly 57.5 µM), for the others: at the top dose activation, hits mostly activators; 0.19% of 320,000 active; also: potency is read from the fitted curve at half-maximal effect; % of control where 0% means no effect; nearly all actives have a fitted effect of over 45% in size
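hTERT-immortalized A-T patient fibroblasts ([…]), 500 cells/well in OPTI-MEM, 1% FBS, got compounds for 60 min, then NCS for 30 min at 37C. Lysates were then assayed for phospho-KAP-1 by AlphaLISA (anti-pKAP1 donor, anti-KAP1 acceptor beads), 6 hr at 25C.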
KCNH2 3.1 inh = KCNH2 3.1 (human) potassium channel inhibition. U2OS KCNH2 3.1, thallium flux FluxOr; active compounds read low. activity change, % (tested at about 1.8 µM). 0.95% of 340,000 active. AID 720553;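 active = maximum activity change below -70%; inconclusive = maximum activity change from -70% to -50%; inactive = maximum activity change above -50%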;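 also: thallium influx rate constant from kinetic fluorescence after stimulation buffer; % is scaled to controls: 0 for no effect and ±100 for the full control effect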
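Kinetic fluorescence (2 min after stimulation buffer) measures Tl+ influx through KCNH2 3.1 expressed by viral transduction in U2OS cells; the rate constant is normalized against DMSO controls serving as positive and negative references.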
USP2a inh = blocks human ubiquitin-specific protease USP2a. USP2 core, Ub-CHOP2 coupled fluorogenic reporter, 485/531. Potency, µM (highest dose often 38.3 µM), for inactives: at the top dose activity change, negative = inhibition, most hits filed as inhibitors. 0.01% of 330,000 active;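 also: potency is read from the fitted curve at half-maximal effect; plate controls were DMSO wells for no effect and full inhibition by NEM control for full effect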
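USP2 core (10nM final) preincubated 30min RT with compound in 20mM Tris-HCl pH 8.0, 2mM CaCl2, 2mM beta-mercaptoethanol, 0.05% CHAPS; 25nM Ub-CHOP2 plus 25nM reporter substrate added, fluorescence (Ex485/Em531) read after 60min.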
ELG1 repair inh = inhibitors of ELG1-dependent DNA repair in HEK293T cells. HEK293T ELG1-luciferase reporter, luminescence, 16 h; DNA damage induced by 5-fluorouridine. Potency, µM (titrated, usually from 46.1 µM), without a hit: at the top dose activity change, negative = inhibition, actives largely listed as inhibitors. 2.3% of 330,000 active. AID 504467; also: potency is read from the fitted curve at half-maximal effect; % is scaled to controls: 0 for no effect and ±100 for the full control effect; nearly all actives have a fitted effect of over 55% in size
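Quantitative HTS, concentration-response format. 2,000 cells/well co-treated with 5-fluorouridine and compound, 16 hr in 5% CO2 at 37 °C; ONE-Glo luminescence read after 30 min.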
Mito fusion yeast = blocks mitochondrial division or promotes mitochondrial fusion; S. cerevisiae fusion-defective mutant growth rescue, CellTiterGlo 48 h; Potency, µM (doses to about 46.1 µM), inactives show at the highest dose growth rescue (activation), hits mostly activators; 0.23% of 320,000 active; AID 485298;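 also: potency is read from the fitted curve at half-maximal effect; % of control where 0% means no effect; nearly all actives have a fitted effect of over 45% in size; temperature-sensitive fusion mutants such as fzo1-1 at 37 °C on non-fermentable ethanol glycerol medium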
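Read-out: ATP-based luminescence (CellTiterGlo, 10 min ambient) reporting growth of fusion-defective ts yeast after 48 hours at 37C on glycerol/ethanol YPEG medium in the presence of compound.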
* hit, by the source's call; ? = inconclusive; . = no result given; [ ] = dose if it differs, or a comment. Unless noted, calls follow the shape of the dose curve; as a rule, active = well fitted curve in the direction sought with a large enough effect; inconclusive = small, poorly fitted or top-dose-only effect, or another doubt; inactive = no such curve, though single readings can be large; an effect the other way counts as inactive or inconclusive. Not all compounds are listed (hit frequency here may not be typical).

Under each structure – USP2a inh	TRPV1 agonist	KCNH2 3.1 inh	Mito fusion yeast	TCR act	TSHR antagonist	hERG WT inh	A-T KAP1 phos	Eya2 phos inh	ELG1 repair inh
#1 COc1ccc(NC(=O)CN(C)C(=O)C(CCSC)NC(=O)c2ccccc2)cc1 (configuration not stated)
    -3%	3	-6	-8%	1%	4	4	2%	-15%	-17%
#2 Cc1c(C)n(CCCN(C)C)c2ncnc(Nc3ccc(F)cc3)c12
    -1%	16	-1	-22%	6%	1	9	-16%	-1%	20%
#3 NS(=O)(=O)OCC(Cc1ccccc1)N1C(=O)c2ccccc2C1=O (configuration not stated)
    2%	-1	-2	-1%	6%	-6	-10	10%	-7%	-2%
#4 CC(C)CN(CC(C)C)S(=O)(=O)N1CCC(C(=O)NCc2cccnc2)CC1
    2%	?	3	5%	0%	-6	.	-2%	-8%	1%
#5 CCOc1cccc(C(=O)Nc2ccc(NC(=O)c3ccccc3)c(C)c2)c1
    -2%	-3	-5	0%	0%	1	6	4%	6%	-22%
#6 O=S1(=O)CC2SC(=S)N(Cc3ccccc3)C2C1 (configuration not stated)
    -2%	-1	2	9%	-1%	-7	-5	10%	-4%	0%
#7 COc1ccc2[nH]c(=O)c(CN(C3CCCCC3)C(c3nnnn3Cc3ccco3)C(C)C)cc2c1 (configuration not stated)
    ?	23	0	8%	-3%	-4	4	5%	-5%	?
#8 COc1cccc(=O)c2c(C)n(-c3cc(C)cc(C)c3)c(C)c12
    2%	8	9	-4%	-4%	0	-10	4%	21%	-4%
#9 Cn1c(=O)oc2cc(S(=O)(=O)N3CCCC(C(=O)NC4CCCc5ccccc54)C3)ccc21 (configuration not stated)
    0%	-6	-13	-2%	-10%	26	-2	?	-1%	2.9µM*
#10 Cc1nc(SCC(=O)Nc2nccs2)c(C#N)c(C)c1C
    1%	0	-2	10%	.	57	10	-4%	8%	?
#11 CCOc1ccc(S(=O)(=O)N2CCN(Cc3ccco3)CC2)cc1
    0%	21	5	-4%	-8%	5	0	7%	1%	-6%
#12 CCN=C1S/C(=C\c2ccc(O)c(OCC)c2)C(=O)N1CC
    5%	8	-13	?	1%[46.1 µM]	-13	-2	-8%	1%	?
#13 Cc1cc(S(=O)(=O)NCc2ccccc2)ccc1OCC(=O)NCc1ccccn1
    2%	1	-10	4%	-3%	-5	-5	3%	-9%	-4%
#14 CCN(Cc1ccccc1)S(=O)(=O)c1ccc(F)cc1
    -1%	1	-2	-8%	3%	-14	0	1%	11%	-5%
#15 CCN1C(=O)C(Cc2nc3ccccc3c(=O)n2C)c2ccccc21 (configuration not stated)
    3%	0	0	8%	-3%	-3	3	2%	16%	2%
#16 O=C(NCCCN1CCCC1)c1ccc(CS(=O)(=O)c2ccc(Br)cc2)o1
    -5%	-1	-11	-1%	9%	16	5	11%	-17%	-3%
#17 O=C(Nc1ccc(S(=O)(=O)N2C[C@@H]3C[C@@H](C2)c2cccc(=O)n2C3)cc1)c1ccc(F)cc1
    -1%	2	-1	1%	6%	1	-2	0%	13%	18%
#18 COc1ccc(C(=O)N(CC2CCCO2)C(C(=O)NCCC(C)C)c2ccc(C)cc2)cc1OC (configuration not stated)
    1%	9	-18	-3%	0%[46.1 µM]	3	1	4%	0%	9%
#19 COc1ccc(S(=O)(=O)N2CCOCC2)cc1C(=O)NC1CCCCC1
    1%	2	2	3%	-2%	10	-5	12%	-4%	11%
#20 CCn1c(=S)[nH]c2cc(S(=O)(=O)N3CCOCC3)ccc21
    5%	.	-5	.	-13%[46.1 µM]	-2	-2	-2%	-21%	?
#21 Cc1nnc(SCc2cc([N+](=O)[O-])cc3c2OCOC3)[nH]c1=O
    -4%	0	19	-3%	-5%	-14	0	-8%	1%	15%
#22 COc1ccc(NC(=O)c2cc(-c3cc(C)ccc3O)n[nH]2)cc1Cl
    1%	-4	-31	0%	-2%	1	-14	0%	-7%	4%
#23 COc1ccc(C2N(c3ccc(OC)cc3)C(=O)C3CCCN32)cc1 (configuration not stated)
    -7%	2	2	0%	-7%	12	6	8%	-24%	?

Records 14–23 of the list above:
Under each structure – USP2a inh	TRPV1 agonist	KCNH2 3.1 inh	Mito fusion yeast	TCR act	TSHR antagonist	hERG WT inh	A-T KAP1 phos	Eya2 phos inh	ELG1 repair inh
#14 CCN(Cc1ccccc1)S(=O)(=O)c1ccc(F)cc1
    -1%	1	-2	-8%	3%	-14	0	1%	11%	-5%
#15 CCN1C(=O)C(Cc2nc3ccccc3c(=O)n2C)c2ccccc21 (configuration not stated)
    3%	0	0	8%	-3%	-3	3	2%	16%	2%
#16 O=C(NCCCN1CCCC1)c1ccc(CS(=O)(=O)c2ccc(Br)cc2)o1
    -5%	-1	-11	-1%	9%	16	5	11%	-17%	-3%
#17 O=C(Nc1ccc(S(=O)(=O)N2C[C@@H]3C[C@@H](C2)c2cccc(=O)n2C3)cc1)c1ccc(F)cc1
    -1%	2	-1	1%	6%	1	-2	0%	13%	18%
#18 COc1ccc(C(=O)N(CC2CCCO2)C(C(=O)NCCC(C)C)c2ccc(C)cc2)cc1OC (configuration not stated)
    1%	9	-18	-3%	0%[46.1 µM]	3	1	4%	0%	9%
#19 COc1ccc(S(=O)(=O)N2CCOCC2)cc1C(=O)NC1CCCCC1
    1%	2	2	3%	-2%	10	-5	12%	-4%	11%
#20 CCn1c(=S)[nH]c2cc(S(=O)(=O)N3CCOCC3)ccc21
    5%	.	-5	.	-13%[46.1 µM]	-2	-2	-2%	-21%	?
#21 Cc1nnc(SCc2cc([N+](=O)[O-])cc3c2OCOC3)[nH]c1=O
    -4%	0	19	-3%	-5%	-14	0	-8%	1%	15%
#22 COc1ccc(NC(=O)c2cc(-c3cc(C)ccc3O)n[nH]2)cc1Cl
    1%	-4	-31	0%	-2%	1	-14	0%	-7%	4%
#23 COc1ccc(C2N(c3ccc(OC)cc3)C(=O)C3CCCN32)cc1 (configuration not stated)
    -7%	2	2	0%	-7%	12	6	8%	-24%	?
